NCI-60 one-dose screen, 48 h, at 10 µM unless noted. Numbers give growth in % (100 = growth as untreated, 0 = no growth, -100 = all killed).
NCI-H460: NCI-H460 lung cancer. 6.8% of 82,000 active. AID 1794736
NCI-H23: NCI-H23 lung cancer | 4% of 80,000 active | AID 1794731
NCI-H322M: NCI-H322M lung cancer; 2.7% of 80,000 active
NCI/ADR-RES: NCI/ADR-RES ovarian cells. AID 1794790. 4.4% of 81,000 active
OVCAR-8: OVCAR-8 ovarian cancer; 4.4% of 81,000 active
OVCAR-3: OVCAR-3 ovarian cancer; 7% of 79,000 active
OVCAR-5: OVCAR-5 ovarian cancer; 2.9% of 82,000 active; AID 1794783
NCI-H522: NCI-H522 lung cancer; 8% of 78,000 active; AID 1794739
NCI-H226: NCI-H226 lung cancer | 3.5% of 79,000 active
* hit, by the source's call; [ ] = another dose, or the depositor's remark. How the source made its calls: active means growth percent below 10; inactive means the rest.

C=C(CN1CC=CCC1)[C@@H]1CC[C@]2(CO)CC[C@]3(C)[C@H](CC[C@@H]4[C@@]5(C)CC[C@H](O)C(C)(C)[C@@H]5CC[C@]43C)[C@@H]12 was read as NCI-H460 96, NCI-H23 101, NCI-H322M 110, NCI/ADR-RES 90, OVCAR-8 101, OVCAR-3 102, OVCAR-5 109, NCI-H522 96 and NCI-H226 97.
Screening NNC(=O)N/N=C1\C(=O)N(c2nccs2)C(=O)C(=O)C1c1nc2ccccc2s1 (centres undefined) returned NCI-H460 101, NCI-H23 96, NCI-H322M 105, NCI/ADR-RES 103, OVCAR-8 95, OVCAR-3 102, OVCAR-5 102, NCI-H522 83 and NCI-H226 89.
`O=[N+]([O-])c1ccccc1/C=N/N1CCCCCC1` gave NCI-H460 109, NCI-H23 99, NCI/ADR-RES 104, OVCAR-8 100, OVCAR-3 101, OVCAR-5 93, NCI-H522 103 and NCI-H226 92.
N#Cc1c(-c2ccc(F)cc2)nc(SCc2ccc([N+](=O)[O-])cc2)nc1N1CCOCC1 was read as NCI-H460 77, NCI-H23 75, NCI-H322M 83, NCI/ADR-RES 42, OVCAR-8 53, OVCAR-3 70, OVCAR-5 92, NCI-H522 41 and NCI-H226 24.
O=c1c2sc3ncc(Br)cc3c2ncn1-c1cccc(Cl)c1 was read as NCI-H460 25, NCI-H23 87, NCI-H322M 48, NCI/ADR-RES 81, OVCAR-5 95, NCI-H522 83 and NCI-H226 87.
Nc1nc2ccc(-c3nc4ccc5[nH]ncc5c4c4c3CCCC4)cc2s1 was read as NCI-H460 107, NCI-H23 100, NCI-H322M 101, NCI/ADR-RES 103, OVCAR-8 100, OVCAR-3 110, OVCAR-5 105, NCI-H522 87 and NCI-H226 112.
For O=P(c1ccccc1)(c1ccccc1)c1ccccc1 the results were NCI-H460 102, NCI-H23 98, NCI-H322M 97, NCI/ADR-RES 100, OVCAR-8 96, OVCAR-3 110, OVCAR-5 106, NCI-H522 87 and NCI-H226 96.
Screening CNC1=CC(=O)c2c(C(=O)OC)c(C)nc(C)c2C1=O returned NCI-H460 85, NCI-H23 95, NCI-H322M 104, NCI/ADR-RES 103, OVCAR-8 95, OVCAR-3 113, OVCAR-5 110, NCI-H522 94 and NCI-H226 107.
O=C(NCc1cccnc1)Nc1cccc2c(NC(=O)NCc3cccnc3)cccc12 was read as NCI-H460 109, NCI-H23 102, NCI-H322M 98, NCI/ADR-RES 108, OVCAR-8 94, OVCAR-3 113, OVCAR-5 110, NCI-H522 97 and NCI-H226 102.
Screening Cn1c(=O)c(C#N)c(-c2ccco2)n2c(SCC3CO3)nnc12 (centres undefined) returned NCI-H460 115, NCI-H23 87, NCI-H322M 112, NCI/ADR-RES 95, OVCAR-8 73, OVCAR-3 77, OVCAR-5 122, NCI-H522 62 and NCI-H226 96.
Screening OCC1(CO)CCC=CO1 returned NCI-H460 120, NCI-H23 100, NCI-H322M 99, NCI/ADR-RES 99, OVCAR-8 95, OVCAR-3 114, OVCAR-5 103, NCI-H522 91 and NCI-H226 100.
O=C1NC(=O)N(Cc2ccccc2)CC1Br (centres undefined) was read as NCI-H460 97, NCI-H23 53, NCI-H322M 104, NCI/ADR-RES 57, OVCAR-8 62, OVCAR-3 93, OVCAR-5 85, NCI-H522 -9.2* and NCI-H226 83.
For CCCCCCCCCCCC[n+]1ccc(C(N)=O)cc1 the results were NCI-H460 17, NCI-H23 23, NCI-H322M 89, NCI/ADR-RES 103, OVCAR-8 16, OVCAR-3 23, OVCAR-5 21, NCI-H522 4.7* and NCI-H226 35.
COc1ccc(-c2cc(=O)c3c(OC)c4ccoc4c(/C=C/C=O)c3o2)cc1 was read as NCI-H460 65, NCI-H23 41, NCI-H322M 51, NCI/ADR-RES 34, OVCAR-8 29, OVCAR-3 18, OVCAR-5 77 and NCI-H522 88.
For O=C1c2ccccc2C(=O)c2c(Nc3cccc(S(=O)(=O)N(CCO)CCO)c3)ccc(O)c21 the results were NCI-H460 95, NCI-H23 88, NCI-H322M 97, NCI/ADR-RES 89, OVCAR-8 91, OVCAR-3 98, OVCAR-5 89, NCI-H522 86 and NCI-H226 80.
For Cc1cc(C)c(N=Nc2cc(C)c(N=Nc3c(S(=O)(=O)O)cc4cc(Nc5ccccc5)ccc4c3O)cc2C)c(S(=O)(=O)O)c1 the results were NCI-H460 105, NCI-H23 93, NCI-H322M 92, NCI/ADR-RES 102, OVCAR-8 107, OVCAR-3 109, OVCAR-5 114, NCI-H522 87 and NCI-H226 114.
`Cn1cc(-c2nc(N)nnc2-c2c[nH]c3ccc(F)cc23)c2cccnc21` gave NCI-H460 12, NCI-H23 35, NCI-H322M 56, NCI/ADR-RES 52, OVCAR-8 50, OVCAR-3 61, OVCAR-5 80, NCI-H522 37 and NCI-H226 38.
CC1=C(C(=O)NN)C(c2ccccc2)NC(=O)N1 (centres undefined) was read as NCI-H460 108, NCI-H23 99, NCI-H322M 93, NCI/ADR-RES 99, OVCAR-8 99, OVCAR-5 94, NCI-H522 92 and NCI-H226 99.
`Nc1ccc(C2=NN(C(=O)c3cc(-c4ccccc4)nc4ccccc34)C(c3cc(-c4ccccc4)nn3-c3ccccc3)C2)cc1` (centres undefined) gave NCI-H460 54, NCI-H23 74, NCI-H322M 76, NCI/ADR-RES 97, OVCAR-8 90, OVCAR-3 78, OVCAR-5 103, NCI-H522 78 and NCI-H226 82.
CC(C)(O)c1ccc[n+]([O-])c1 was read as NCI-H460 108, NCI-H23 90, NCI-H322M 100, NCI/ADR-RES 94, OVCAR-8 101, OVCAR-3 116, OVCAR-5 96, NCI-H522 128 and NCI-H226 99.
O=c1ncn2nc(Sc3ccc(F)cc3F)ccc2c1-c1c(Cl)cccc1Cl was read as NCI-H460 101, NCI-H23 80, NCI-H322M 84, NCI/ADR-RES 79, OVCAR-8 77, OVCAR-3 98, OVCAR-5 94, NCI-H522 56 and NCI-H226 78.
For O=C(NNC(=O)N1c2ccccc2C=Cc2ccccc21)c1ccc(Br)cc1 the results were NCI-H460 104, NCI-H23 99, NCI-H322M 107, NCI/ADR-RES 93, OVCAR-8 100, OVCAR-3 110, OVCAR-5 98, NCI-H522 92 and NCI-H226 103.
For N=C(N)c1ccc(-c2ccc(-c3cccs3)s2)nc1 the results were NCI-H460 -22*, NCI-H23 71, NCI-H322M -13*, NCI/ADR-RES 85, OVCAR-8 56, OVCAR-3 39, OVCAR-5 63, NCI-H522 73 and NCI-H226 68.
For Cc1ccc(C)c2c1sc1nc3nc4sc5cc(Cl)ccc5n4c(=N)c3c(=O)n12 the results were NCI-H460 106, NCI-H23 70, NCI-H322M 109, NCI/ADR-RES 95, OVCAR-8 116, OVCAR-3 97, OVCAR-5 89, NCI-H522 104 and NCI-H226 96.
`CCCCCCCNc1nc(-c2ccc(C(F)(F)F)cc2)ncc1-c1ccc(C(F)(F)F)cc1` gave NCI-H460 100, NCI-H23 94, NCI-H322M 99, NCI/ADR-RES 96, OVCAR-8 108, OVCAR-3 100, OVCAR-5 100, NCI-H522 87 and NCI-H226 101.
`O=C(O)c1cc(-c2ccc(Cl)c(Cl)c2)nc2cc3ccccc3cc12` gave NCI-H460 100, NCI-H23 93, NCI-H322M 81, NCI/ADR-RES 104, OVCAR-8 100, OVCAR-3 102, OVCAR-5 106, NCI-H522 83 and NCI-H226 89.
O=c1[nH]c(NC2CCCC2)nc2c3c(sc12)CCCC3 was read as NCI-H460 109, NCI-H23 97, NCI-H322M 109, NCI/ADR-RES 100, OVCAR-8 100, OVCAR-3 107, OVCAR-5 100, NCI-H522 100 and NCI-H226 89.
`Nc1ncnc2c1c(-c1cccc(Cl)c1)nn2CC(=O)N1CCc2ccccc2C1` gave NCI-H460 103, NCI-H23 92, NCI-H322M 92, NCI/ADR-RES 89, OVCAR-8 97, OVCAR-3 106, OVCAR-5 101, NCI-H522 92 and NCI-H226 92.
Screening CCSc1nnc2c3cc(Br)ccc3n(C)c2n1 returned NCI-H460 102, NCI-H322M 101, NCI/ADR-RES 109, OVCAR-8 97, OVCAR-3 109, OVCAR-5 105, NCI-H522 100 and NCI-H226 94.
`Cn1c(=O)c2[nH]c(CCCc3nc4c(c(=O)n(C)c(=O)n4C)n3C)nc2n(C)c1=O` gave NCI-H460 108, NCI-H23 97, NCI-H322M 95, NCI/ADR-RES 103, OVCAR-8 107, OVCAR-3 103, OVCAR-5 97, NCI-H522 82 and NCI-H226 96.
For C#CCn1c2c(c3ccccc31)C[C@]1(C)[C@H]3CC=C4[C@@H]5CC(C)(C)CC[C@]5(C(=O)N5CCOCC5)CC[C@@]4(C)[C@]3(C)CC[C@H]1C2(C)C the results were NCI-H460 106, NCI-H23 102, NCI-H322M 101, NCI/ADR-RES 101, OVCAR-8 97, OVCAR-3 110, OVCAR-5 104, NCI-H522 94 and NCI-H226 81.
`Cc1ccc2c(n1)C(=O)C(Cl)=C(Nc1ccc(C#N)cc1)C2=O` gave NCI-H460 100, NCI-H23 92, NCI-H322M 109, NCI/ADR-RES 98, OVCAR-8 91, OVCAR-3 4.2*, OVCAR-5 106, NCI-H522 52 and NCI-H226 98.
Screening COC(=O)c1oc2c(F)c(-c3ccc(C)cc3)c(-c3ccccc3)c(-c3ccccc3)c2c1N returned NCI-H460 96, NCI-H23 87, NCI-H322M 93, NCI/ADR-RES 88, OVCAR-8 102, OVCAR-3 109, OVCAR-5 102, NCI-H522 86 and NCI-H226 108.
C[C@H]1[C@H](C)CC[C@]2(C(=O)NCC#CCN3CCN(C)CC3)CC[C@]3(C)C(=CC[C@@H]4[C@@]5(C)Cc6c([nH]c7ccccc67)C(C)(C)[C@@H]5CC[C@]43C)[C@H]12 was read as NCI-H460 3.5*, NCI-H23 100, NCI-H322M 93, NCI/ADR-RES 83, OVCAR-8 90, OVCAR-3 83, OVCAR-5 94, NCI-H522 83 and NCI-H226 100.
For C=CC(=O)N1CCN(c2ccc3nc4c(nc3c2C(F)(F)F)C(=O)c2ncccc2C4=O)CC1 the results were NCI-H460 -34*, NCI-H23 -62*, NCI-H322M 10, NCI/ADR-RES 48, OVCAR-8 -9.3*, OVCAR-3 -15*, OVCAR-5 3.0*, NCI-H522 -8.3* and NCI-H226 64.
Screening CC(=O)C1(O)C=C/C(=C/Nc2ccccc2C(=O)O)C1=O (centres undefined) returned NCI-H460 112, NCI-H23 105, NCI-H322M 96, NCI/ADR-RES 96, OVCAR-8 100, OVCAR-3 110, OVCAR-5 105, NCI-H522 92 and NCI-H226 98.
Screening CCc1ccc(Cc2cnc(NC(=O)c3cc(C)oc3C)s2)cc1 returned NCI-H460 19, NCI-H23 53, NCI-H322M 57, NCI/ADR-RES 34, OVCAR-8 53, OVCAR-3 17, OVCAR-5 55, NCI-H522 20 and NCI-H226 66.
Screening Cc1[nH]c(C(=O)Nc2ccccc2OCc2cccc(C(=O)NCCN)c2)c(Cl)c1Cl returned NCI-H460 52, NCI-H23 78, NCI-H322M 82, NCI/ADR-RES 94, OVCAR-8 38, OVCAR-3 76, OVCAR-5 104, NCI-H522 81 and NCI-H226 88.
For O=c1[nH]c(=O)n(Cc2ccc(F)cc2)cc1F the results were NCI-H460 108[50 µM], NCI-H23 105[50 µM], NCI-H322M 107[50 µM], NCI/ADR-RES 113[50 µM], OVCAR-8 94[50 µM], OVCAR-3 116[50 µM] and OVCAR-5 104[50 µM].

Three compounds from above, arranged by formula weight, ascending:
O=c1[nH]c(NC2CCCC2)nc2c3c(sc12)CCCC3 was read as NCI-H460 109, NCI-H23 97, NCI-H322M 109, NCI/ADR-RES 100, OVCAR-8 100, OVCAR-3 107, OVCAR-5 100, NCI-H522 100 and NCI-H226 89.
Screening Cc1[nH]c(C(=O)Nc2ccccc2OCc2cccc(C(=O)NCCN)c2)c(Cl)c1Cl returned NCI-H460 52, NCI-H23 78, NCI-H322M 82, NCI/ADR-RES 94, OVCAR-8 38, OVCAR-3 76, OVCAR-5 104, NCI-H522 81 and NCI-H226 88.
C[C@H]1[C@H](C)CC[C@]2(C(=O)NCC#CCN3CCN(C)CC3)CC[C@]3(C)C(=CC[C@@H]4[C@@]5(C)Cc6c([nH]c7ccccc67)C(C)(C)[C@@H]5CC[C@]43C)[C@H]12 was read as NCI-H460 3.5*, NCI-H23 100, NCI-H322M 93, NCI/ADR-RES 83, OVCAR-8 90, OVCAR-3 83, OVCAR-5 94, NCI-H522 83 and NCI-H226 100.

Fetched one by one from the entries so far:
Screening COC(=O)c1oc2c(F)c(-c3ccc(C)cc3)c(-c3ccccc3)c(-c3ccccc3)c2c1N returned NCI-H460 96, NCI-H23 87, NCI-H322M 93, NCI/ADR-RES 88, OVCAR-8 102, OVCAR-3 109, OVCAR-5 102, NCI-H522 86 and NCI-H226 108.
`Cn1c(=O)c2[nH]c(CCCc3nc4c(c(=O)n(C)c(=O)n4C)n3C)nc2n(C)c1=O` gave NCI-H460 108, NCI-H23 97, NCI-H322M 95, NCI/ADR-RES 103, OVCAR-8 107, OVCAR-3 103, OVCAR-5 97, NCI-H522 82 and NCI-H226 96.
Screening Cc1[nH]c(C(=O)Nc2ccccc2OCc2cccc(C(=O)NCCN)c2)c(Cl)c1Cl returned NCI-H460 52, NCI-H23 78, NCI-H322M 82, NCI/ADR-RES 94, OVCAR-8 38, OVCAR-3 76, OVCAR-5 104, NCI-H522 81 and NCI-H226 88.

High-throughput results as filed in PubChem BioAssay.

Compounds were not picked by outcome. Share with any hit: about 11%.
